D2 PAM: positive allosteric modulators of human D2 dopamine receptor; P14416; AID 485347; hit rate 0.34% among 340,000; HEK293 T-REx D2, calcium flux, EC20 dopamine potentiation; potentiation, % at 10 µM;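 active = potentiation over 3 SD above the plate norm, cut at about 30% in these data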; also: 0% is about no effect
Target sequence (P14416 whole entry, looked up): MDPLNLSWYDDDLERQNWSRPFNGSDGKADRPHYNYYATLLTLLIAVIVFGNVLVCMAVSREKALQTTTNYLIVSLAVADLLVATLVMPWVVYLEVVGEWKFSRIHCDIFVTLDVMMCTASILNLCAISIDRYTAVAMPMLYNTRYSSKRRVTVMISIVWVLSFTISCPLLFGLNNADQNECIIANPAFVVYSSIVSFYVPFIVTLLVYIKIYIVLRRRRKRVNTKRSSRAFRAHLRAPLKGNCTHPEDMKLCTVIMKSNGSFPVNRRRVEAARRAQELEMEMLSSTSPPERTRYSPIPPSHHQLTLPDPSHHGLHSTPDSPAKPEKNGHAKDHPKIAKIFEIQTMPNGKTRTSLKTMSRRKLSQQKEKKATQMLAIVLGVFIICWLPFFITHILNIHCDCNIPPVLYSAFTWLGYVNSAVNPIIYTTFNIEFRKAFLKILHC
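Using a no-wash calcium dye in inducible, force-coupled HEK293 Trex cells expressing D2, we tracked fluorescence each second for 180 s after compound, then for 180 s after EC20 dopamine to detect augmented signalling.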
LDHA inh: blocks human lactate dehydrogenase A; P00338; purified LDHA, NADH/diaphorase-resazurin fluorescence; active compounds read low; activity change, % (values are at about 110 or 230 µM); hit rate 0.15% among 480,000; AID 1347041; in the data active = activity change below about -30%; inconclusive = mostly about -25% to -30%;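 also: plate controls were DMSO wells for no effect and wells without enzyme for full effect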
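Resorufin fluorescence (ex540/em590), read at 0 and 20 min after diaphorase/resazurin addition, reports the NADH left after a 5 min room-temperature reaction of 2 nM human LDH5 with 0.06 mM NADH and 0.2 mM pyruvate.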
D1 ag: human D1 receptor agonism. hit rate 1% among 360,000. activation, % at 2 µM. P21728. HEK293 T-REx D1 cells, calcium flux, agonist mode. AID 504660; in the data active = activation above about 30%; also: 0% is about no effect
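Agonism was scored from calcium flux recorded over 180 s (1 read/s) after pintool compound addition, following a 10-cycle baseline. Cells were inducible force-coupled HEK293 TREx D1, plated overnight at 30 C and loaded with no-wash calcium dye.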
Vif-A3F inh: inhibitors of Vif-A3F interaction | Potency, µM (highest dose often 46.1 µM), for inactives: at the top dose activity, negative = active | hit rate 0.2% among 390,000 | HeLa A3F-eYFP + Vif (tagged APOBEC3F with the HIV-1 protein that degrades it), YFP fluorescence increase | AID 602313; also: potency is read from the fitted curve at half-maximal effect; % of control where 0% means no effect; nearly all actives have a fitted effect of over 65% in size
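HeLa cells stably expressing Vif plus C-terminally eYFP-tagged A3F were seeded, incubated overnight at 37 deg C, dosed with compound, incubated overnight again at 37 deg C. Yellow fluorescence (Ex 488/Em 500-530) reported blocked Vif-mediated A3F-eYFP degradation.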
D1 potentiator: enhances dopamine response at the human D1 receptor; HEK293 TREx D1 cells, calcium flux, dopamine EC20 potentiation; potentiation, % at 10 µM; hit rate 0.036% among 360,000; in the data active = potentiation above about 30%; also: 0% is about no effect
RXFP1 agonist: agonists of human relaxin receptor RXFP1; Q9HBX9; HEK293T-RXFP1 cAMP TR-FRET, 30 min; response scale: percent of porcine relaxin response, buffer zero; Potency, µM (series often up to 57.5 µM), for inactives: at the highest dose activation, hits mostly activators; hit rate 0.3% among 370,000; AID 2676; also: potency is read from the fitted curve at half-maximal effect; % is scaled to controls: 0 for no effect and ±100 for the full control effect; nearly all actives have a fitted effect of over 60% in size; many of its hits are not listed in these tables
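HEK293T cells stably expressing RXFP1 were pretreated with the PDE4 inhibitor Ro 20174, exposed to compounds for 30 min at 37C, lysed, and cAMP was read by TR-FRET. Data normalized to buffer (basal) and 29 nM porcine relaxin (100%).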
Vif-A3G inh: Vif-A3G binding inhibition; Potency, µM (titrated, usually from 46.1 µM), inactives show at the top dose activity, negative = active, actives largely listed as inhibitors; Q9HC16; hit rate 0.076% among 410,000; HeLa A3G-eYFP + Vif (tagged APOBEC3G with the HIV-1 protein that degrades it), YFP fluorescence, overnight;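 also: potency is read from the fitted curve at half-maximal effect; % is scaled to controls: 0 for no effect and ±100 for the full control effect; nearly all actives have a fitted effect of over 60% in size; hits raise eYFP signal because A3G escapes Vif-driven loss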
Target sequence (Q9HC16 whole entry, looked up): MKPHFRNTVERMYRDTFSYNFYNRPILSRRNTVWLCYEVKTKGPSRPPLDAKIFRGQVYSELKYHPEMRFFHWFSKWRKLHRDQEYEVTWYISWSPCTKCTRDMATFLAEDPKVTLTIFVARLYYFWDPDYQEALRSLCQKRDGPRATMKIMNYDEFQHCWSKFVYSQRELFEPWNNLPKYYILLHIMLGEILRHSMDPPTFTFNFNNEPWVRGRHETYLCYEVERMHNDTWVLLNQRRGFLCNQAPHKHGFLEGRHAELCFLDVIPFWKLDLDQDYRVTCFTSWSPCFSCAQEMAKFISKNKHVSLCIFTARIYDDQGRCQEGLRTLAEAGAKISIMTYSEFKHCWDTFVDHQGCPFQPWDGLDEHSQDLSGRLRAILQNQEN
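Read-out is eYFP fluorescence (Ex 488/Em 500-530) from Vif-expressing HeLa A3G-eYFP cells; more signal means A3G escaped Vif-mediated degradation. Cells plated overnight, compound pinned in, incubated overnight at 37 deg C.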
D1 antag: antagonists of human D1 dopamine receptor. AID 504652. activity change, negative = inhibition, % at 10 µM. P21728. hit rate 3.2% among 360,000. HEK293 TREx D1 cells, calcium flux, dopamine EC80; active compounds read low; in the data active = activity change below about -30%; also: % is scaled to controls: 0 for no effect and ±100 for the full control effect
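Antagonism measured as reduced calcium response to an EC80 dopamine addition following 180 s compound pre-read; cells were inducible HEK293 Trex D1 plated overnight at 30 C, read kinetically at 1 cycle/sec.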
GRP78 ERSR act: induces the endoplasmic reticulum stress response in human glioma cells | U87-MG GRP78 promoter luciferase reporter, 16 h | Potency, µM, inactives show at the top dose activation, hits mostly activators | hit rate 0.02% among 420,000 | AID 602332; also: potency is read from the fitted curve at half-maximal effect; series mostly up to about 76 µM; % of control where 0% means no effect; nearly all actives have a fitted effect of over 35% in size
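Stably transfected U87-MG human glioma cells carrying a GRP78-based luminescent sensor were seeded at 1000 cells/well, pin-dosed with compounds and incubated 16 h. Luciferase reagent was then added, and end-point luminescence was read after 10 min at room temperature.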
Numbers without * were called inactive; ? = inconclusive; . = no result given. Unless noted, calls follow the shape of the dose curve; as a rule, active = well fitted curve in the direction sought with a large enough effect; inconclusive = small, poorly fitted or top-dose-only effect, or another doubt; inactive = no such curve, though single readings can be large; an effect the other way counts as inactive or inconclusive. Not all compounds are listed, so the mix of outcomes need not match the whole.

SMILES	D2 PAM	LDHA inh	D1 ag	Vif-A3F inh	D1 potentiator	RXFP1 agonist	Vif-A3G inh	D1 antag	GRP78 ERSR act
Oc1c(CN2CCOCC2)ccc(CN2CCOCC2)c1O	.	40	.	2%	.	.	0%	.	-7%
O=C(COC(=O)c1cccnc1Cl)Nc1ccc(S(=O)(=O)N2CCOCC2)cc1	.	-4	.	0%	.	.	4%	.	-1%
COc1cccc(NS(=O)(=O)c2ccc(-c3cc(C)no3)s2)c1	15	-2	12	-9%	-6	0.7%	-21%	-28	-2%
C/C(=N\NC(=O)CSc1nc2ccccc2c(=O)n1-c1ccccc1C)c1cccs1	1	1	6	1%	-3	3.6%	-3%	-3	-3%
CCOc1ccc2nc(NC(=O)/C=C/c3ccc4c(c3)OCO4)sc2c1	-6	-5	3	-19%	9	-1.7%	-3%	1	-1%
CCOC(=O)C1CCCN(S(=O)(=O)c2c(C)[nH]c(C)c2C(=O)N2CCCC2)C1 (centres undefined)	1	-6	6	2%	1	-2.5%	-1%	4	2%
COC(=O)c1sccc1NC(=O)Nc1cccc([N+](=O)[O-])c1	-5	0	5	1%	-4	-0.2%	5%	-38*	-1%
CCOC(=O)c1c(S(=O)(=O)N2CCC(C(=O)Nc3ccc(C)cc3C)CC2)c(C)n(C)c1C	10	-1	1	0%	-1	1.0%	-2%	-11	-3%
O=C(CSc1nnc(SCc2cccc3ccccc23)s1)Nc1ccc(C(=O)O)cc1	-1	-10	-1	3%	1	0.1%	-1%	-22	-2%
CCc1ccccc1NC(=O)[C@H](Cc1ccccc1)N1Cc2ccccc2C1=O	20	-4	3	-4%	-1	-0.2%	0%	-5	1%
COc1ccc(CNC(=O)CCn2c(=O)c3cccn3c3ccc(F)cc32)cc1OC	3	3	20	-13%	-4	0.4%	-6%	-43*	-4%
CC1CN(c2oc(-c3cccs3)nc2C#N)CC(C)O1 (centres undefined)	2	-2	2	-11%	-3	11%	-6%	8	-6%
COC(C[C@@H]1O[C@H]1[C@@H](O)[C@@H](C)OCc1ccccc1)OC	-5	-9	2	7%	-1	-1.5%	0%	-21	-2%
CCc1ccc(NC(=O)C(=O)NCCOc2ccccc2Cl)cc1	-2	-11	2	-2%	-9	1.5%	-10%	3	0%
Cc1ccccc1C(=O)N=c1ccn(-c2nc3ccccc3nc2NS(=O)(=O)c2ccccc2)cc1	-2	-8	39*	-2%	-7	14%	1%	0	-5%
Cc1cccn2c(=O)cc(COc3cccc(NC(=O)c4ccccc4F)c3)nc12	5	2	4	5%	-3	29%	5%	-4	-5%
CN=C(Nc1ccc(Br)cc1)SC1CC(=O)N(c2ccc(OC)cc2)C1=O (centres undefined)	4	-5	1	-9%	-3	2.4%	0%	26	-3%
CCc1nn(CC(=O)Nc2ccc(N(CC)CC)cc2C)c(=O)c2cc3sccc3n12	-3	4	-1	-1%	0	-1.4%	-1%	-8	0%
COC(=O)c1ccc(/C=N\N2CCN(c3ccccc3)CC2)cc1	-2	-5	7	4%	1	-1.4%	4%	14	1%
Cc1c(N2C(=O)CS/C2=N\N=C\c2ccc(Cl)cc2)c(=O)n(-c2ccccc2)n1C	-6	-3	1	0%	-3	0.8%	-5%	0	-1%
O=C(CCNC(=O)C1CCN(S(=O)(=O)c2ccccc2)CC1)NCCc1cccc(F)c1	.	-5	3	5%	-4	3.7%	1%	15	1%
COc1cc(/C=C2\C(=N)N3N=C(S(C)(=O)=O)SC3=NC2=O)ccc1OCCOc1ccccc1C	-2	-4	4	-4%	-4	0.5%	-4%	6	6%
COC(=O)C1C(O)=CC(=O)CC1C (centres undefined)	3	12	-4	-6%	-1	-1.6%	4%	0	-4%
O=C(N/N=C/c1cccs1)c1c[nH]c2ccccc12	-19	-9	1	5%	-2	-1.3%	-5%	-10	1%
CCN(CC)c1ccc(C(=O)NNC(=O)CCc2nc3ccccc3c(=O)[nH]2)cc1	-2	-1	3	-23%	-3	1.8%	-14%	-4	-5%
Cc1ccc(C(=O)OCC(=O)NC(=O)c2ccc(C(C)(C)C)cc2)c(O)c1	2	-7	1	-4%	-5	4.8%	0%	7	-4%
COc1ccc(N2CC(NC(=O)C3CCCCC3)CC2=O)cc1 (centres undefined)	3	2	0	2%	-3	3.8%	6%	.	2%
CN(C)CCC1(C2=CCCC2)CC/C(=C/c2ccc(Cl)cc2)C1=O (centres undefined)	.	-6	.	9%	.	.	-15%	.	-10%
Cc1oc(-c2cc(F)ccc2F)nc1CN1CCCN(C(=O)c2ccco2)CC1	-15	-4	0	1%	6	0.1%	0%	0	-2%
COc1ccc(-c2noc(CSc3nnc(-c4ccncc4)n3-c3ccc(C)c(C)c3)n2)cc1	2	-1	9	3%	0	1.2%	-1%	-13	-4%

Three compounds from above, limited to D1 ag and D2 PAM.
Molecule,D1 ag,D2 PAM
Cc1c(N2C(=O)CS/C2=N\N=C\c2ccc(Cl)cc2)c(=O)n(-c2ccccc2)n1C,1,-6
O=C(CCNC(=O)C1CCN(S(=O)(=O)c2ccccc2)CC1)NCCc1cccc(F)c1,3,.
COc1cc(/C=C2\C(=N)N3N=C(S(C)(=O)=O)SC3=NC2=O)ccc1OCCOc1ccccc1C,4,-2

Continuation.
SMILES	D2 PAM	LDHA inh	D1 ag	Vif-A3F inh	D1 potentiator	RXFP1 agonist	Vif-A3G inh	D1 antag	GRP78 ERSR act
Cn1cnnc1SCC(=O)NN1C(=O)NC(C)(c2ccccc2)C1=O (centres undefined)	-7	-3	2	-4%	-3	1.8%	-2%	6	0%
COC(=O)c1nn(-c2ccccc2)c(-c2ccccc2)c1C(=O)c1ccccc1	.	-6	.	-1%	.	0.2%	-11%	.	0%
CN(c1ccc(F)cc1)S(=O)(=O)N1CCCC(C(=O)NCc2cccc(Br)c2)C1 (centres undefined)	-6	-2	8	2%	-5	2.5%	3%	-9	-3%
O=C(O)CCN1c2ccccc2Sc2ccccc21	-7	-1	3	-1%	1	3.5%	-5%	13	-5%
Cc1c(C(=O)OCC(=O)NCc2ccco2)oc2ccccc12	-11	-5	8	-27%	.	0.0%	-5%	-21	7%
COc1cc(NC(=O)c2noc3c2CSc2ccccc2-3)cc(OC)c1OC	8	2	0	-5%	-1	-7.4%	-4%	-13	1%
COc1ccc(CN2CCN(CCc3ccccc3)C(CCO)C2)cc1Cn1cncn1 (centres undefined)	-1	-4	2	1%	-4	0.8%	-10%	-8	-1%
Cn1c(=O)[nH]c(=O)c2c1nc(NCc1ccccc1)n2CCCc1ccccc1	-2	-7	1	2%	-7	-3.4%	-10%	-18	-4%
COc1ccc(NS(=O)(=O)c2cccc(C(=O)NCc3ccccc3CN3CCOCC3)c2)cc1	.	3	.	-7%	.	.	-1%	.	-6%
COc1ccc(Cl)cc1NC(=O)N1CCN(Cc2cc(=O)n3nc(-c4ccccc4)sc3n2)CC1	14	-2	4	-3%	0	3.6%	0%	0	0%
O=C(Nc1ccn(Cc2ccccc2)n1)c1cccc(F)c1	-26	-13	5	1%	10	-2.0%	1%	-2	-6%
COc1ccc(OC)c(-n2c(=S)[nH]c3c(sc(=S)n3-c3ccccc3C)c2=O)c1	.	-10	1	1%	0	-1.7%	-3%	1	-3%
CCOC(=O)/C(=N\Nc1ccc(C(C)=O)cc1)c1csc(Nc2ccccc2)n1	7	-3	54*	?	-7	2.9%	?	2	0%
COc1cc(/C=C/C(=O)OCC(=O)Nc2ccc3c(c2)OCO3)ccc1O	.	0	.	3%	.	.	-12%	.	-1%
N#C/C(=N\Nc1ccc(Br)cc1)C(=N)N1CCOCC1	10	4	11	3%	.	14%	-7%	-11	5%
COC(=O)c1ccccc1NC(=O)c1ccc2c(c1)OCCCO2	-3	0	3	-4%	2	-0.7%	-1%	18	-5%
CCc1ccccc1NC(=O)C(CC)Sc1ncnc2c1sc1ccccc12 (centres undefined)	-11	-2	-4	-21%	-1	?	-8%	14	6%
COc1ccc2ncc3c(-c4ccc(C)c(C)c4)nn(CC(=O)NC4CCCC4)c3c2c1	8	-3	1	?	-3	?	0%	-2	-3%
COc1ccc(N(CC(=O)N/N=C/c2ccc3c(c2)OCO3)S(=O)(=O)c2ccccc2)cc1	2	.	1	.	0	-0.1%	.	-10	.
C/C=C/C=C/[C@H]1Cc2cc(O)cc(O)c2O1	0	.	1	.	-6	-1.3%	.	-5	.
CC(C)c1nc2n[nH]c(N)c2c2c1CCCC2	.	0	2	-10%	-2	-0.8%	0%	1	-7%
Cc1cc(C)nc(NC(=NCCc2c[nH]c3ccc(Cl)cc23)NC(=O)c2ccccc2C)n1	0	-2	-1	-4%	-2	0.0%	3%	1	1%
O=C(CNC(=O)COc1ccccc1)NCc1ccccc1F	-1	-12	0	-12%	-3	0.2%	-1%	4	-2%
O=C(/C=C/c1cccc([N+](=O)[O-])c1)Nc1ccc(NC(=O)c2cccs2)cc1	-18	-6	-1	8%	-24	1.5%	3%	-78*	-3%
Cc1ccccc1C(=O)N/N=C1\SCC(=O)N1Cc1ccco1	17	-4	2	1%	2	6.5%	0%	10	1%
O=C1c2ccccc2C(=O)N1CCSc1ncn[nH]1	7	-4	0	-2%	6	-1.3%	0%	0	9%
O=C1C(C=Nc2ccccc2O)=C(O)c2ccccc21	0	3	1	-4%	-2	1.2%	-10%	-15	3%
CN(C)S(=O)(=O)c1cccc(NC(=O)c2cccc(N3C(=O)CCC3=O)c2)c1	19	-4	1	7%	5	2.6%	0%	-1	-6%
Cc1c(CBr)[n+](=O)c2c(n1[O-])C(Br)CCC2Br (centres undefined)	-3	9	1	-5%	6	-2.1%	0%	2	3%
CC(=O)c1c(NC(=O)C(C)C)nc(C)nc1-c1ccccc1	-3	8	0	-1%	2	0.3%	0%	15	-4%
CCc1ccc(NC(=O)C(=O)NCCc2csc(-c3cccc(F)c3)n2)cc1	11	-1	3	-1%	-1	1.3%	0%	-10	-1%

Source: PubChem BioAssay
